KDM5B inh = Primary screen for KDM5B Histone Demethylases FDH-coupled qHTS; Lysine-specific demethylase 5B (Homo sapiens), Q9UGL1; KDM5B demethylase, FDH-coupled NADH fluorescence (FDH is formaldehyde dehydrogenase); Potency, µM (highest dose often 57.7 µM), without a hit: at the top dose activity change, negative = inhibition, actives largely listed as inhibitors; 2.6% of 220,000 active; active means well fitted inhibition curve with a large enough effect; inconclusive means small, poorly fitted or top-dose-only effect; inactive means no such curve, though single readings can be large or run the other way; further: 0% is about no effect; nearly all actives have a fitted effect of over 70% in size
Target sequence (Q9UGL1 whole entry, looked up): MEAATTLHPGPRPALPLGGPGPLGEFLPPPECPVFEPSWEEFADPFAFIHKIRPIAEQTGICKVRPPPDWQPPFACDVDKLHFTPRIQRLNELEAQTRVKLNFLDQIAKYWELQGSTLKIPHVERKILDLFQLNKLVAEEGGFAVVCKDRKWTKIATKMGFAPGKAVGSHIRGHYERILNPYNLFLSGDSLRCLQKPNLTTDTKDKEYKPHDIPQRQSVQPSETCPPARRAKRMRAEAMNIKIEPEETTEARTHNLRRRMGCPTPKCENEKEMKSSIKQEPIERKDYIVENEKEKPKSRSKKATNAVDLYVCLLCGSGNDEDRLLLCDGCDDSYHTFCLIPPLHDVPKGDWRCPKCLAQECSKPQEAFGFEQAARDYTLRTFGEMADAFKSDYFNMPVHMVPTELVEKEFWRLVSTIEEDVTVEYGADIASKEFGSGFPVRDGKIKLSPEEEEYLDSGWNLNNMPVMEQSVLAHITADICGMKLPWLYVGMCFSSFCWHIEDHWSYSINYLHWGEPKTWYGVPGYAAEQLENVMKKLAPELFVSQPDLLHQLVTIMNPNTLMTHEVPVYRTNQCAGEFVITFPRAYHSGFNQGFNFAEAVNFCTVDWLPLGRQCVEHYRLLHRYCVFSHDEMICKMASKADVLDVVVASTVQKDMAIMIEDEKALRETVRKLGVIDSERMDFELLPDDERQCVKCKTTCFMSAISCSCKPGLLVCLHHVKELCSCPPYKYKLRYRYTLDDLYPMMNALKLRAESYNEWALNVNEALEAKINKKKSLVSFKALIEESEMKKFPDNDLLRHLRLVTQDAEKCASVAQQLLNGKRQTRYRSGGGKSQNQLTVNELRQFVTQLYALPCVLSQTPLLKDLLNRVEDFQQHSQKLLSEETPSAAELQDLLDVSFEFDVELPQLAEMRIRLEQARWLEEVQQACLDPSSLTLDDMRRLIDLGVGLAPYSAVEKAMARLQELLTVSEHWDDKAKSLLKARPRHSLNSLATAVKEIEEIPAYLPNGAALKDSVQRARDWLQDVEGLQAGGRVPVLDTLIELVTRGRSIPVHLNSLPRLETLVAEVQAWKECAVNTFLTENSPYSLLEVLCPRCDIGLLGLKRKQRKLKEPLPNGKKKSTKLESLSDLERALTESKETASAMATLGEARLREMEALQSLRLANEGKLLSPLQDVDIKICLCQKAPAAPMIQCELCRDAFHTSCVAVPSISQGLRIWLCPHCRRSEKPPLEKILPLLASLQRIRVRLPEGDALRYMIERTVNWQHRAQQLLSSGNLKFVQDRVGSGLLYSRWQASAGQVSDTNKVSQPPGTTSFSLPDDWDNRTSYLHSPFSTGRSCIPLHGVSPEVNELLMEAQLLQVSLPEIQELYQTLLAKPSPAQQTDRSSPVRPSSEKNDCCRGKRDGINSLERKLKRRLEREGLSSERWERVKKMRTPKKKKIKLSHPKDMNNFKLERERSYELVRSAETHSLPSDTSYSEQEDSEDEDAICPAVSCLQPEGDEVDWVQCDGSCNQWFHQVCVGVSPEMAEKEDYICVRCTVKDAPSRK
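Here, H3K4me3 peptide (12.5 µM in substrate mix) is demethylated by KDM5BΔAP, 200 nM final, after 10 min compound exposure. Formaldehyde product is coupled through FDH (0.25 U/mL in mix) to NADH fluorescence; 30-min ΔRFU feeds dose-response curves.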
An asterisk follows results filed as active; ? = inconclusive; & = joins results of further samples; [ ] = dose if it differs, or a comment. Potency means the concentration at half of the fitted maximal effect. Only part of the results is shown, so the mix of outcomes need not match the whole.

smiles,KDM5B inh
CC(C)=CCn1c(-c2ccc(F)cc2)cn2cc(C(=O)N3CC[C@H](O)C3)nc2c1=O,18%
NS(=O)(=O)c1ccc(NC(c2ccccc2)c2ccccc2)c([N+](=O)[O-])c1,7%
Cc1ccc(NC(=O)CC2Sc3ccc(C(F)(F)F)cc3NC2=O)cc1 (stereo not drawn),?
COc1cccc(N2C(=O)c3ccccc3NC2c2cn(C)c(=O)n(C)c2=O)c1 (stereo not drawn),-10%
Cc1oc(-c2ccccc2)nc1CC(=O)NCC(C)N1CCOCC1 (stereo not drawn),14%
COC(=O)C(C)(C)NC(=O)c1cccc(CS(C)(=O)=O)c1,4%
CCc1ccc(C(=O)c2c(N)c(-c3nc(-c4ccc5c(c4)OCO5)cs3)c3ccccn23)cc1,15%
N#Cc1ccc(C(=O)Nc2ccc([C@H]3OCC(=O)N(C4CCOCC4)[C@@H]3CO)cc2)cc1,-9%
COC(=O)C1C(=O)CC(C)(O)C(C(=O)OC)C1c1ccc(OC)cc1 (stereo not drawn),17%
O=C(c1cccc2nccnc12)N1CCC(Cc2nc(-c3ccccc3)n[nH]2)CC1,-18%
Cc1nn(Cc2noc(C(=O)NCc3ccc(F)cc3)n2)c(C)c1Br,2%
O=C(NC[C@H]1OC[C@@H](NC2CCC(F)(F)CC2)[C@@H]1O)c1ccccc1,-3%[86.2 µM]
O=C1CN(c2ccccc2)C(=O)N1Cc1ncc(-c2ccccc2)o1,11%
COc1ccc(Cl)cc1C(=O)NC1CCN(C(=O)c2cc3c(=O)[nH]c(C)cn3n2)CC1,?
Cc1cc(C)cc(N(C(=O)C23CC4CC(CC(C4)C2)C3)C2C=CS(=O)(=O)C2)c1 (stereo not drawn),24%
COc1ccccc1N1CCN([C@H]2[C@@H]3OC[C@@H](O3)[C@@H](NCc3ccc4c(c3)OCO4)[C@@H]2O)CC1,17%
Cc1cc(C)c(NC(=O)Cc2csc(C)n2)c(Cl)c1,-18%
COc1cccc2sc(=NC(=O)c3ccc(S(=O)(=O)N4CCCCC4)cc3)n(C)c12,?
COc1ccc(-c2cc(C(=O)NCc3cccnc3)c3c(c2)N(C)CCO3)cc1OC,?
COc1cccc2c1OCC(C(=O)N1CCC(NS(C)(=O)=O)CC1)C2 (stereo not drawn),7%
CCC(=O)Nc1sc2c(c1C#N)CCC(C)C2 (stereo not drawn),14%
Cc1ccc(CNC(=O)CCCCCn2c(=O)c3sccc3n(CC(=O)C(C)(C)C)c2=O)cc1,18%
COc1ccc(C(=O)NCCc2sc(-c3cccc(F)c3)nc2C)cc1,?
CCN(CC)c1cc(C)c2cc(NC(=O)c3ccc(F)cc3Cl)ccc2n1,-46%
COc1ccc(C(=O)Nc2ccc3c(c2)CN(CCc2ccccc2)C(=O)C(C)O3)cc1OC (stereo not drawn),?
Cc1cc(C)n(C(C)CC(=O)Nc2ccc(C)c(F)c2)n1 (stereo not drawn),-14%
O=C(Nc1ccc(S(=O)(=O)N2CCCCC2c2cccnc2)cc1)c1ccc(Br)cc1 (stereo not drawn),?
Cc1ccc(NC(=O)c2csc3c2CCCCC3)c(C)c1,?
CC(C)(C)SCC(=O)Nc1ccc2c(c1)CCC2,17%
CN1[C@@H](CCC(=O)N2CCN(c3ccccc3)CC2)CNC(=O)[C@@H]2[C@H]1CCN2Cc1csnn1,-10%

Structures from the list above that contain an aryl methoxy group (nine):
smiles,KDM5B inh
COc1cccc(N2C(=O)c3ccccc3NC2c2cn(C)c(=O)n(C)c2=O)c1 (stereo not drawn),-10%
COC(=O)C1C(=O)CC(C)(O)C(C(=O)OC)C1c1ccc(OC)cc1 (stereo not drawn),17%
COc1ccc(Cl)cc1C(=O)NC1CCN(C(=O)c2cc3c(=O)[nH]c(C)cn3n2)CC1,?
COc1ccccc1N1CCN([C@H]2[C@@H]3OC[C@@H](O3)[C@@H](NCc3ccc4c(c3)OCO4)[C@@H]2O)CC1,17%
COc1cccc2sc(=NC(=O)c3ccc(S(=O)(=O)N4CCCCC4)cc3)n(C)c12,?
COc1ccc(-c2cc(C(=O)NCc3cccnc3)c3c(c2)N(C)CCO3)cc1OC,?
COc1cccc2c1OCC(C(=O)N1CCC(NS(C)(=O)=O)CC1)C2 (stereo not drawn),7%
COc1ccc(C(=O)NCCc2sc(-c3cccc(F)c3)nc2C)cc1,?
COc1ccc(C(=O)Nc2ccc3c(c2)CN(CCc2ccccc2)C(=O)C(C)O3)cc1OC (stereo not drawn),?

Carrying on:
smiles,KDM5B inh
CC[C@H]1CN(S(=O)(=O)c2ccc(OC)cc2)CC[C@H]1CC(=O)NCCOC,-1%[86.2 µM]
Cc1cc(=O)oc2cc(OCC(=O)NCCN3CCOCC3)c(Cl)cc12,?
COC(=O)C1CN(Cc2cn(Cc3ccc(OC)cc3)nn2)CCS(=O)(=O)N1Cc1ccc(OC)cc1 (stereo not drawn),-7%
O=C(C1CCC(=O)N(C2CCCC2)C1)N1CC(OCc2ccccc2F)C1 (stereo not drawn),-10%
CCC(CC)N(CC)C(=O)CC1COc2ccc(C(=O)N(C)C)cc2N1C (stereo not drawn),-19%
COc1ccc(S(=O)(=O)NNC(=O)Nc2ccc(C)cc2C)c(OC)c1,25%
CCOc1ccc(CNC(=O)Cn2nc(C)c3c(C)n(-c4ccc(C)cc4)nc3c2=O)cc1,-3%&-10%
COc1ccc(C(NC(=O)CC(C)(C)C)c2ccccc2)cc1 (stereo not drawn),18%
CN1C(=O)CC(C(=O)O)C12CCN(Cc1cccc(-c3ccccc3)c1)CC2 (stereo not drawn),4%
COc1cc(/C=C(/C#N)C(=O)c2c[nH]c3cccc(C)c23)cc(OC)c1,13%
CCOC(=O)c1noc2ncnc(N(CCC(=O)OC)c3ccccc3)c12,?
NCc1cccc(OC(F)F)c1,8%
O=C1NCCCCCN(C(=O)C2CC=CC2)[C@H]2CCC[C@@H]12,0%
O=C(O)CCC(NC(=O)Cc1ccc2ccccc2c1)C(=O)O (stereo not drawn),-7%
COCC1CN(Cc2sccc2C)CC12CCNCC2 (stereo not drawn),-31%
Cc1oc(-c2cccc(Cl)c2)nc1CSc1nnc(C)n2c1cc1occc12,-2%
O=C(c1cnc2c(c1)N([S+](=O)([O-])c1cccnc1)CCC2)N1CCN(Cc2ccccc2)CC1,-5%
COc1ccc2c(c1)CN(Cc1ccc(C(F)(F)F)cc1)CC[C@H]1COC(=O)N21,-9%[86.2 µM]
COC(CNc1nc(Nc2ccc(F)cc2)c2cnn(-c3ccccc3)c2n1)OC,?
CCCCNC(=O)C1CCCN(Cc2nc(-c3ccc(Cl)cc3)oc2C)C1 (stereo not drawn),-22%
Cc1ccc(C)c(Cn2c3ccccc3c3cnn(CC(=O)N4CCCCC4)c(=O)c32)c1,1%
CC(C)C[C@H](NC(=O)OC(C)(C)C)C(=O)N1CCC(C(=O)N[C@@H](Cc2c[nH]c3ccccc23)C(=O)O)CC1,-38%
Cc1ccc(NC(=O)CSc2ccc3nnc(-c4cccnc4)n3n2)cc1,2%
O=C(Cc1cccnc1)N1CCC(N2C(=O)C(OCC3CC3)C23CCCCC3)CC1 (stereo not drawn),33%
O=C(O)CCC(=O)N1Cc2ccccc2CC2(CCCN(Cc3ccc(O)cc3)C2)C1 (stereo not drawn),-2%[115 µM]
Cc1ccc(-c2nc(S(=O)(=O)c3ccc(C)cc3)c(SCC(=O)NC3CCCCC3)o2)cc1,-14%
O=C(c1cccc2[nH]ccc12)N1CC(Oc2ccc(-c3nc(-c4ccccc4)no3)cc2)C1,11µM*
O=C(c1cccs1)N1CCC(N2C(=O)C3(CCCCC3)C2c2ccncc2)CC1 (stereo not drawn),2%
COc1cc([N+](=O)[O-])ccc1NC(=O)Nn1cnnc1,-12%
Nc1nc(N2CCOCC2)nc2c1C(C(=O)Nc1ccc(Cl)cc1)CC(=O)N2 (stereo not drawn),-21%

smiles,KDM5B inh
CC(C)c1ccc(NC(=O)c2ccc(NC(=O)CCS(=O)(=O)c3cccs3)cc2)cc1,-21%
Cc1oc(-c2cccc(Cl)c2)nc1CS(=O)(=O)CC(=O)NC(C)c1ccccc1 (stereo not drawn),-23%
COC(=O)Cn1c(C2CC(=O)N(c3c(C)cccc3C)C2)nc2ccccc21 (stereo not drawn),-2%
c1ccc(-c2noc(-c3cncnc3NC3CCCCCC3)n2)cc1,-12%
CCCS(=O)(=O)N1CCCC(Cn2c(C)nc3cccnc32)C1 (stereo not drawn),5%
CCC(C)(C)NC(=O)c1ccc2nc(C)c(C)nc2c1,-18%
COc1ccc(C(=O)Nc2ccc3nc(SCc4ccc(C)cc4)sc3c2)cc1,-26%
O=C1NC(=NC2CCCC2)C2(CCN(CC3CC3)CC2)N1c1cc(F)cc(F)c1,24%[115 µM]
O=C1NCCOCCN(C(=O)NC2CCCCC2)[C@@H]2CCCC[C@H]12,-9%
COc1cc(OC)cc(C(=O)N(C)Cc2cc(Br)ccc2OC)c1,-7%
O=C(CCN1C(=O)C2C3CC(C(Br)C3Br)C2C1=O)OCC(=O)c1ccc([N+](=O)[O-])cc1 (stereo not drawn),-6%
COc1ccc(C2Cn3nnc(-c4nc(-c5ccccc5F)no4)c3CO2)cc1 (stereo not drawn),3%
O=C(NCc1ccc(C(F)(F)F)cc1)c1nc2sccn2c1Br,9%
Cc1cccc(N2CCN(C(=O)C3CCCN(S(=O)(=O)c4ccc(Br)s4)C3)CC2)c1C (stereo not drawn),-10%
COc1ccc(-c2cn3c(n2)CO[C@@H](CNC(=O)c2ccccc2OC)C3)cc1,-22%[86.2 µM]
O=C(Nc1ccc(OC(F)(F)F)cc1)N[C@@H]1C=C(C(=O)N[C@H]2CCCNC2=O)C[C@@H](O)[C@@H]1O,12%
Cc1ccc(NC(=O)c2cnn3c(C(F)F)cc(-c4ccccc4)nc23)cc1F,-6%
Cc1ccc(NC(=O)N2CCC(CC(=O)NCc3ccccc3)C2)cc1C (stereo not drawn),-19%
COC(=O)CCCNC(=O)CN(C)Cc1ccccc1,23%
O=C(c1ccccn1)N1CCC2(CC1)NC(=O)N(Cc1ccccc1Cl)C2=O,-9%
COc1ccc(CNC(=O)C2Cn3cccc3C(=O)N2)cc1OC (stereo not drawn),-18%
COc1ccc(-n2nc(C(=O)N3CCN(c4cccc(C)c4)C(C)C3)c3c4ccccc4n(C)c3c2=O)cc1 (stereo not drawn),6%
CC(C)(C)OC(=O)NCCc1nnc(SCc2ccccc2)o1,30%
CC(C)CNC(=O)C1COC2(CCC(C)CC2)N1C(=O)c1cccc([N+](=O)[O-])c1 (stereo not drawn),-15%
COCC(C)NS(=O)(=O)c1ccc(C)c(C)c1 (stereo not drawn),16%
COc1ccc(Cn2c(C(=O)O)c(CNCCc3ccco3)c3ccc(C)cc32)cc1,-22%
CNC(=O)[C@H]1C[C@H](Oc2ccccc2)CN1C(=O)CCn1nc(C)cc1C,-9%
O=C(Nc1cccc2cccnc12)c1cc(Cl)cc(Cl)c1,-1%
CN1C(=O)[C@@H]2C[C@@H](CN2C(=O)CCC(=O)O)Oc2ccccc21,?
Nc1nccnc1C(=O)NCC(=O)Nc1ccc(F)c(F)c1,?

Sorted by formula weight (lowest first): three of the compounds above
smiles,KDM5B inh
c1ccc(-c2noc(-c3cncnc3NC3CCCCCC3)n2)cc1,-12%
O=C1NC(=NC2CCCC2)C2(CCN(CC3CC3)CC2)N1c1cc(F)cc(F)c1,24%[115 µM]
CC(C)c1ccc(NC(=O)c2ccc(NC(=O)CCS(=O)(=O)c3cccs3)cc2)cc1,-21%

Remaining list, next part.
smiles,KDM5B inh
COc1ccc(C(=O)N[C@H]2CO[C@H]3[C@@H]2OC[C@@H]3Nc2nccc(-c3cccs3)n2)cc1,?
CNC(=O)C1CCC(Cn2c(=O)c3sccc3n(CC(=O)NCc3ccc(OC)cc3)c2=O)CC1 (stereo not drawn),13%
Cn1c(Cn2ccnc2)nnc1C1CCCN(C(=O)c2ccc(CO)o2)C1 (stereo not drawn),29%
CNC(=O)[C@@H]1C[C@@H](N)CN1C(=O)c1cnn(-c2ccccc2OC)c1,-13%
N#CCc1c(C#N)c(N)nc(NCCc2c[nH]c3ccccc23)c1C#N,-37%
CCN(CC)CCSc1nnc2c3cc(F)ccc3n(Cc3ccccc3)c2n1,26%
CN(C)CCCn1cnc2c1c(=O)[nH]c(=O)n2C,-7%
CC(C)CNc1ccc2c(n1)C(C)(C(=O)NCc1ccco1)CN(Cc1ccccc1)C2 (stereo not drawn),-69%[86.2 µM]
CC(C)Oc1ccc(CNC(=O)C2CCN(Cc3cc4ccccc4n3Cc3ccccc3)CC2)cc1,-39%
Cc1ccc(S(=O)(=O)N2CCN(CCNC(=O)C(=O)Nc3ccc(F)cc3)CC2)cc1,-11%&-7%
Clc1ccc(NC2(c3nnnn3-c3ccccc3)CCCC2)cc1,-9%
CN1CCN(C(=O)Cn2c(=O)c3c(ncn3Cc3ccccc3)n(Cc3ccccc3)c2=O)CC1,-7%
Cc1cccc(CN2C(=O)c3ccccc3S(=O)(=O)c3ccc(C(=O)N4CCN(c5cc(C)ccc5C)CC4)cc32)c1,-7%
COc1ccc(NC(=O)C(c2ccccc2)c2ccccc2)c(OC)c1,-6%
COCCN1C(=O)c2ccccc2C(C(=O)Nc2ccc(OC)cc2OC)C12CCCC2 (stereo not drawn),12%
COc1ccc(-n2c(=O)c3c4c(sc3n3c(SC)nnc23)COC(C(C)C)C4)cc1 (stereo not drawn),16%

Source: PubChem BioAssay (National Center for Advancing Translational Sciences (NCATS))
